# KCNH2 WT inh: qHTS for Inhibitors of KCHN2 3.1: Wildtype qHTS; U2OS, BacMam KCNH2, thallium flux FluxOr; stronger effect = lower value; actives 0.37% (n = 340,000); activity change, % at 1.84 µM;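 active = maximum activity change below -70%; inconclusive = maximum activity change between -70% and -50%; inactive = maximum activity change above -50%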; note: % is set by controls: 0 for no effect and ±100 for the full control effect
# Target sequence (Q12809 whole entry, looked up): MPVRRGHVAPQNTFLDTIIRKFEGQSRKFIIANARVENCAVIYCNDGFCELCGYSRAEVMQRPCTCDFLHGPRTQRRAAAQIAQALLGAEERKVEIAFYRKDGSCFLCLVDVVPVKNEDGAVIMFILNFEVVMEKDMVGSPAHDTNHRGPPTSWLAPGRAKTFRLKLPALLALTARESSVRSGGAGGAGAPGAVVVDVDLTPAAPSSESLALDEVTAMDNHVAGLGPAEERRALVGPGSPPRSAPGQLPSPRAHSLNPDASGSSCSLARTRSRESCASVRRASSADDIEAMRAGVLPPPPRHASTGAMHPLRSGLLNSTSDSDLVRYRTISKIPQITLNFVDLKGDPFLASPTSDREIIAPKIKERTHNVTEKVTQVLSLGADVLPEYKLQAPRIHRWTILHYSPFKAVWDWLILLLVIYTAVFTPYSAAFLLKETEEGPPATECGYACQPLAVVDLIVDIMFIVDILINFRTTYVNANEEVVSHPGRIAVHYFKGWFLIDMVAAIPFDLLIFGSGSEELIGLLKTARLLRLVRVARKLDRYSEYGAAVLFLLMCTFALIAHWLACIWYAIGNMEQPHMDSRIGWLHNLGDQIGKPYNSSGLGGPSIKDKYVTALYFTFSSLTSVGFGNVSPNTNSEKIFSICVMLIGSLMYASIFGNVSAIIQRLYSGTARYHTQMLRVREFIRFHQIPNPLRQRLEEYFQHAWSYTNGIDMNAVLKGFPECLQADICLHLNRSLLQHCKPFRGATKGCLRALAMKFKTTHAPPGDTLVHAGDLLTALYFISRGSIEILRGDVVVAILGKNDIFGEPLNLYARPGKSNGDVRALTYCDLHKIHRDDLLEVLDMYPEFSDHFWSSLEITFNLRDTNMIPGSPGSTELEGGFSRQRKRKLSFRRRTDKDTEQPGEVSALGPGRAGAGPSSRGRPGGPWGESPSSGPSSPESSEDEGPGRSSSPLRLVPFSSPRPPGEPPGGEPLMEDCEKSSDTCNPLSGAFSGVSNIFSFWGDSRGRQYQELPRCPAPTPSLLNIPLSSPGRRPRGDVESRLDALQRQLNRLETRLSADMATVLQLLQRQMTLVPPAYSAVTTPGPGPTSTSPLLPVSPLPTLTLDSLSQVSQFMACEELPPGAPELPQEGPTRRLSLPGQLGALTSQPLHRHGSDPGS
#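 U2OS cells transduced with wild-type KCNH2 virus are loaded with FluxOr dye for 45 min, and thallium flux is measured in kinetic reads before and after stimulation buffer. Rate constants are normalized to DMSO controls.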
# ASM inhibitor: Inhibitors of Secretory Acid Sphingomyelinase (S-ASM): qHTS; Sphingomyelin phosphodiesterase (Homo sapiens), P17405; placental ASM, HMU-PC fluorogenic substrate, 60 min; Potency, µM (series often up to 57.5 µM), inactives show at the highest dose activity change, negative = inhibition, most hits filed as inhibitors; actives 0.006% (n = 340,000); AID 504937, 2011; active = well fitted inhibition curve with a large enough effect; inconclusive = small, poorly fitted or top-dose-only effect; inactive = no such curve, though single readings can be large or run the other way; note: potency is the fitted concentration of half-maximal effect
#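 qHTS format. ASM enzyme prepared from human placenta hydrolyses the fluorogenic substrate HMU-PC0 (9 uM final) over 60 min at 37 °C after a 10 min compound preincubation.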
# Numbers without * were called inactive; ? = inconclusive; · = no result given; [ ] = another dose, or the depositor's remark.
SMILES,KCNH2 WT inh,ASM inhibitor
Cc1ccc(S(=O)(=O)Nc2c(O)ccc3ccccc23)cc1,5,0%
CC1(CCc2ccccc2)NC(=O)NC1=O (stereo not given),-7,0%
COc1cc(/C=N/NC(=O)CNS(=O)(=O)c2ccc(C)cc2)cc(OC)c1OC,6,-2%
O=C1SCCN1N=Cc1ccc([N+](=O)[O-])o1,-3,-3%
Nc1ccc(C#Cc2ccc3oc4ccccc4c(=O)c3c2)cc1,0,-9%
O=C(Cc1coc2cc(O)ccc12)N1CCN(S(=O)(=O)c2ccc(Br)cc2)CC1,1,2%
CCCCN1CC(CO)Oc2cccc(F)c2S1(=O)=O (stereo not given),9,1%
O=P(Nc1ccccc1)(Nc1ccccc1)c1ccccc1,3,-1%
O=C1CC(c2ccccc2)=NN1c1ccccc1,3,-8%
CN(C(=O)c1cccc(NC(=O)Cc2ccc(NC(=O)C3CCN(C(=O)c4ccccc4)CC3)cc2)c1)C1CCCCC1,4,-9%
O=C1NC(=S)SC1=Cc1ccccc1Br,1,-6%
[N-]=[N+]=CC(=O)C(O)(c1ccccc1)C(Cl)c1ccccc1 (stereo not given),0,2%
c1ccc2[nH]cnc2c1,-7,-4%
O=C(Nc1cccc(C(=O)N2CCOCC2)c1)C1CC1,4,0%
O=C(Nc1csc(Cl)c1)c1ccccc1,-6,-2%
COc1ccc(C(=O)c2ccc([N+](=O)[O-])cc2)c(OC)c1OC,3,-2%
CNc1nc(=O)n(C2CCCO2)cc1C (stereo not given),3,3%
Nc1nc(NC2CCCC2)cc(=O)[nH]1,0,-2%
OC1CNc2c(ccc3ccccc23)C1 (stereo not given),4,465%[activator]
O=c1c(Cl)c(O)ccn1C1OC(CO)C(O)C1O (stereo not given),14,4%
O=C(NCCCCNC(=O)c1ccccc1Br)c1ccccc1Br,-1,-6%
COC(=O)CCC(=O)N(CCN(Cc1ccccc1)C(=O)CCC(=O)OC)Cc1ccccc1,-5,7%
O=C(Nc1scc(-c2ccc(Br)cc2)c1C(=O)O)c1ccccc1F,13,-3%
COc1ccc(C2c3c(oc4ccccc4c3=O)C(=O)N2CCN2CCOCC2)cc1OC (stereo not given),-8,1%
S=C(NCCN1CCOCC1)C(=S)NCCN1CCOCC1,0,5%
COC(=O)CNC(=O)c1ccccc1[N+](=O)[O-],-6,7%
Cc1nnc(SC(C)C(=O)NC2CCCCC2)[nH]c1=O (stereo not given),7,2%
C=C1CC2(CC(c3ccccc3)OC(c3ccccc3)C2)OC1=O (stereo not given),-1,-2%
CC(C)c1ccc(Oc2cccc3c2S(=O)(=O)N(C2CCCC2)CC(COCc2ccccc2)O3)cc1 (stereo not given),-2,-1%
COc1nccc(NCc2ccccc2)c1C#N,-11,5%
COc1ccc(OC)c(NC(=S)NCCC(c2ccccc2)c2ccccc2)c1,14,-8%
CCOC(=O)C1C(=O)C(=O)N(C2CCCCC2)C1C(=O)OCC (stereo not given),2,7%
NC(CSC(c1ccccc1)(c1ccccc1)c1cccc2ccccc12)C(=O)O (stereo not given),26,-7%
C(=Cc1cccnc1)c1ccncc1,0,3%
Cc1cccc(NC(=O)CCCCC(=O)Nc2cccc(C)c2)c1,1,5%
O=C(Cc1cccc(NC(=O)C2CCN(C(=O)CCc3ccccc3)CC2)c1)Nc1cccc(C(=O)N2CCOCC2)c1,0,4%
Cc1ccc(Sc2ccc(N)cc2C#N)cc1,-38,20%
O=C(OCc1ccccc1)N1CCC2CC1c1cc(NCCc3ccccc3)ccc12 (stereo not given),-5,-4%
CCC[C@H]1CC(=O)C=C(c2ccsc2)ON1C(=O)OC(C)(C)C,-1,39%[activator]
COc1cc(-n2c(=O)c3ccccc3n(Cc3cccnc3)c2=O)cc(OC)c1OC,13,2%
O=C(N/N=C/C=C/c1ccccc1)C(O)c1ccccc1 (stereo not given),-11,0%
C=CCn1c(C)cc(C(=O)CSc2nnc3n(CCC)c(=O)c4ccccc4n23)c1C,5,3%
COCCN(C(=O)COC(=O)CCOc1cc(C)ccc1C)c1c(N)n(Cc2ccccc2)c(=O)[nH]c1=O,-2,0%
CCOc1ccc(C(=O)OCC(=O)Nc2cc(S(=O)(=O)N3CCOCC3)ccc2N2CCOCC2)cc1,-34,4%
Cc1nc(-c2ccc(Cl)cc2)sc1C1(C)CC(c2ccc(Cl)cc2)=NO1 (stereo not given),-19,-8%
CCCNc1nc(-c2cc(C(=O)Nc3ccccc3)on2)cc(C(C)C)n1,-4,2%
O=C(NN(Cc1ccccc1)Cc1ccccc1)c1ccccc1,-9,0%
CC1c2ccccc2-c2ccccc2N1C (stereo not given),0,78%[activator]
CC(C)=CCc1cc(-c2oc3cc(O)cc(O)c3c(=O)c2O)ccc1O,-1,-2%
OC1C2CCC(C2)C1CN1CCOCC1 (stereo not given),-3,7%
OCC1OC(n2ccc3c(NO)ncnc32)C(O)C1O (stereo not given),-9,4%
COc1ccc(C(=O)n2cnc3ccccc32)cc1Br,3,-2%
CCOC(=O)c1ccc(NS(=O)(=O)c2c(N)n(C)c(=O)n(C)c2=O)cc1,2,3%
Cc1cc(O)c(C(C)C)cc1NC(=O)Nc1cc(Cl)ccc1Cl,-4,-3%
CCOc1ccc(OCCC(=O)OCC(=O)N2CCN(S(=O)(=O)c3ccc(C)cc3C)CC2)cc1,-4,-6%
CCC(=Cc1ccccc1OC)c1ccncc1,3,1%
C[C@H]1CC[C@@]2(O[C@H](CCO)C[C@H](O)[C@H]2O)O1,4,8%
CC(C)[C@H](NC(=O)c1ccc(Cl)cc1Cl)C(=O)OCc1nc2ccsc2c(=O)[nH]1,-18,-2%
Cc1nn(-c2ccccc2)c(Cl)c1/C=C(/CC(=O)O)c1nc2ccccc2s1,0,0%
CCCC1SCC(C)(C)NC1=O (stereo not given),9,5%
# Other records
SMILES,KCNH2 WT inh,ASM inhibitor
COc1cc(NCCCCCCN)c2ncccc2c1OC,10,16%
Nc1ncncc1-c1ccccc1Cl,-5,3%
Cc1ccccc1-c1cccc([C@@H]2C[C@H]3C(CN2)CON3C)c1 (stereo not given in full),4,-2%
COc1ccc(NC(C)=O)c([N+](=O)[O-])c1[N+](=O)[O-],3,-4%
CCSc1cnnc2ccccc12,-6,-3%
COCCN(C(=O)c1ccc(C)c(S(=O)(=O)N2CCOCC2)c1)c1c(N)n(CC(C)C)c(=O)[nH]c1=O,-18,45%[activator]
CC(=O)Nc1ccc(C(=O)NNC(=O)CCCCC(=O)NNC(=O)c2ccc(NC(C)=O)cc2)cc1,-5,11%
O=C1OC=NC1=Cc1ccccc1,2,0%
O=Cc1ccc(OCc2cn(CC(=O)c3ccc(O)cc3)nn2)cc1,26,-2%
CCOc1ccc(S(=O)(=O)Nc2cccc(Cl)c2)cc1,-8,-6%
O=C1CSC(=S)N1N=Cc1ccc(Cl)cc1Cl,-35,1%
O=C(NCc1cccs1)Nc1cccc(Cl)c1,8,0%
CC(C)c1c(O)ccc2c1CC[C@H]1C(C)(C)CCC[C@]21C,31,-23%
C=CCn1cc(C(=O)NCCCOC)c(=O)c2cc(S(=O)(=O)N3CCC(C)CC3)ccc21,-8,-7%
Cc1ccc(NC2(C(N)=O)CCCC2)cc1,-2,1%
O=C(Nc1ccccc1)c1ccc(CN2CCC(Cc3ccccc3)CC2)cc1,37,3%
S=C(Nc1cccc2ccccc12)NN1CCCCCC1,-7,-2%
CCCCn1c(N)c(N(Cc2ccccc2OC)C(=O)C(C)Oc2ccc(Br)cc2)c(=O)[nH]c1=O (stereo not given),3,25%
Cc1cc(Cl)cc2sc(=S)[nH]c12,0,-2%
CC(C)C[C@H]1CNC(=S)N1CC1CCCN1C[C@H](CC(C)C)N1C[C@H](CC(C)C)N(CCc2ccccc2)C1=S (stereo not given in full),-7,-6%
COc1ccc(CCNC(=O)CCOc2ccc(C(C)(C)C)cc2)cc1OC,5,-4%
COc1cccc(COc2ccc3c(C)c(Cc4ccccc4)c(=O)oc3c2)c1,0,0%
Cc1ccc2nc3c(cc(S(=O)(=O)c4ccccc4)c(=N)n3C3CCCC3)c(=O)n2c1,-10,-5%
Cc1cc2oc(C(=O)N3CCN(Cc4ccccc4)CC3)c(C)c2cc1C,9,-1%
C[C@@]12C(=O)Nc3cc(F)c(F)cc3C(=O)N1[C@H]1c3ccccc3OC[C@@H]1[C@@H]2c1ccccc1,-16,-7%
c1ccc(-n2nnc(-c3nccs3)n2)cc1,1,-1%
COc1cccc(CN(C)C(=O)Cn2cc(C)c(=O)[nH]c2=O)c1,9,-6%
CCN(C(=O)COC(=O)CCOc1cc(C)ccc1C)c1c(N)n(Cc2ccccc2)c(=O)[nH]c1=O,17,-1%
CCCCN(Cc1ccccc1)S(=O)(=O)c1cc2c(cc1Br)CC(C)N2C(C)=O (stereo not given),8,-11%
Cc1ccc(Nc2cc(Cl)nc(N)n2)c([N+](=O)[O-])c1,-4,-6%
O=C(OC12CC3CC(CC(C3)C1)C2)c1ccc(NCc2cc(O)ccc2O)cc1,-6,?
c1csc(Cc2nc(-c3ccc(-n4cccc4)cc3)no2)c1,-10,1%
O=C(O)c1ccccc1C1c2ccccc2Oc2ccccc21,0,3%
O=C(O)c1ccc(SCc2ccccc2)nc1,6,7%
COc1ccc(CNC(=O)c2cc(S(=O)(=O)N3CCCCC3)ccc2N2CCOCC2)cc1OC,-2,7%
O=c1[nH]c(-c2ccccc2)ncc1Oc1ccccc1,-8,1%
Cc1ccc(S(=O)(=O)CCC(=O)OCC(=O)Nc2cc(S(=O)(=O)N3CCOCC3)ccc2Cl)cc1,-3,1%
C=CCc1ccccc1OCC(O)CN1CCOCC1 (stereo not given),7,-3%
CCC(CCNC(=O)c1ccccc1)(CCNC(=O)c1ccccc1)[N+](=O)[O-],2,-2%
Cn1nccc1C(=O)Nc1cc(Cl)ccc1Cl,-18,7%
COc1ccc(C)cc1NC(=O)c1nc2nc(C)cc(C)n2n1,-7,4%
CCc1nc2ccccc2c(=O)n1/N=C/c1ccc(Cl)cc1,-5,-3%
O=C(O)C1C2CC(C(Br)C2Br)C1C(=O)O (stereo not given),-8,5%
CC(=O)N(C(C)=O)c1cccc(N(Cc2ccccc2)Cc2ccccc2)c1,3,-3%
CC(C)(C)N(Cc1ccc2c(c1)OCO2)C(=O)/C=C\S(=O)c1ccccc1 (stereo not given),9,1%
Nc1ccccc1-c1ccn[nH]1,4,5%
CC(N)C(=O)NC(CO)C(O)C(N)C=O (stereo not given),2,-3%
CN(C(=O)c1cccc(NC(=O)Cc2cccc(NC(=O)C3CCN(C(=O)C4CC4)CC3)c2)c1)C1CC1,3,3%
CC(=O)Oc1cc2c(c3ccccc13)CCC2=O,2,0%
CC(=O)OC1(C(C)=O)CCC2C3CC4OC45CC(O)CCC5(C)C3CCC21C (stereo not given),-2,5%
CCN(CCO)C(=O)c1ccc2nc(Cc3ccc(OC)cc3)oc2c1,-2,0%
Cc1cc(C)c(C(=O)c2ccccc2)c(C)c1,-3,0%
COc1ccc2oc(-c3ccncc3)cc(=O)c2c1,-1,32%[activator]
CCOc1ccccc1C=NN1CCCCCC1,-2,-2%
COc1cccc(N=NC2C(=O)N(C(N)=S)N=C2C)c1 (stereo not given),-1,-1%
CCOC(=O)C1=NNC(C(=O)O)C1c1ccccc1 (stereo not given),-7,3%
NC1=NC(c2ccccc2)CC(=O)N1 (stereo not given),4,5%
Cc1ccc(OC(C)C(=O)N2CCN(c3ccccn3)CC2)cc1 (stereo not given),1,-1%
CN(C)C(=S)N=c1ssc(=S)n1Cc1ccco1,-17,2%
COc1ccc(-c2cc3ccccc3oc2=O)cc1,3,·
O=C(Oc1ccccc1Cl)c1ccccc1,-1,-3%

# Screens from PubChem BioAssay.

# The list is partial; rates above refer to the full screens.
